Source: PubChem BioAssay (several laboratories)
LYP inhibition = inhibitors of LYP phosphatase, biochemical, fluorescence intensity, uHTS (AID 1779); inhibition, % at 11.5 µM, or IC50 in µM where a hit was titrated; 0.054% of 290,000 active; recombinant LYP phosphatase, fluorescence intensity; higher % means a stronger effect; Tyrosine-protein phosphatase non-receptor type 22 (Homo sapiens);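 further: plate controls were vehicle with enzyme for no effect and no enzyme for full effect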
SIAH1 antagonists = Siah-1 peptide-binding antagonists, primary screen, biochemical, fluorescence polarization, rhodamine-plectin, uHTS (AID 1817); 0.02% of 290,000 active; Siah-1 / rhodamine-plectin peptide fluorescence polarization; higher % means a stronger effect; one-dose displacement, % at 20 µM; IC50 in µM for titrated hits; E3 ubiquitin-protein ligase SIAH1 (Homo sapiens);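 active means displacement of at least 50% at 20 µM, with a fluorescence ratio check between 0.3 and a set limit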;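 further: plate controls were Siah plus tracer with DMSO for no effect and tracer alone without Siah for full effect; strong numbers were not always called active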
Hep lipid drop = inhibitors of hepatocyte lipid droplet formation, primary screen, imaging, high-throughput imaging, BODIPY stain | 0.4% of 240,000 active | inhibition, % at 6.5 µM | AML12 mouse hepatocytes, oleate lipid droplets;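 active means lipid droplet intensity inhibited by at least 50%, with more than 500 cells counted; inconclusive means wells with under 300 cells, treated as cytotoxic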
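System: AML12 hepatocytes (mouse). Probe or stimulus: oleic acid at 100 µM to induce lipid droplet formation. Times: overnight treatment with compound plus oleate. Detection: Image-based BODIPY and DAPI two-channel analysis. Evaluation: percent inhibition of filter-corrected integrated lipid droplet intensity per well.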
Myeloid diff MLP = induction of myeloid progenitor differentiation, primary screen, cell-based, flow cytometry, MLPCN library; ER-HoxA9 myeloid progenitors, lysozyme-GFP differentiation; calls only at 10 µM; 1% of 360,000 active;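 active means normalized GFP-positive differentiation at or above the plate's own cutoff, the solvent-only control mean plus 3 SD; inconclusive means no clear call, values can overlap the other calls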;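 further: cells exposed to compound for four days before flow analysis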
HIV fusion peptide = inhibitors of HIV fusion peptide binding, primary screen, biochemical, uHTS, fluorescence dequenching (AID 1986). one-dose inhibition, % at 20 µM; IC50 in µM for titrated hits. cell-free peptide binding, fluorescence dequenching, 30 min; higher % means a stronger effect. 0.3% of 290,000 active; in the data active means inhibition mostly above about 52%, no sharp cut-off; inactive means mostly below about 76%; further: some results filed as inactive read as strong as hits
NS5 inhibitors = Dengue-2 NS5 methyltransferase inhibitors, primary screen, biochemical, confirmation dose response (AID 588689); Genome polyprotein (Dengue virus type 2 (strain 16681-PDK53)); Dengue-2 NS5 methyltransferase capping enzyme assay, biochemical; higher % means a stronger effect; one-dose inhibition, % at 25 µM; IC50 in µM for titrated hits; 0.3% of 340,000 active; in the data active means a potency from the dose series; inconclusive means inhibition above about 29% without an active follow-up result
AID2073 = inhibitors of Mint1-CaV2.2 protein interaction, biochemical, HTRF (AID 2073); 0.19% of 290,000 active; HTRF protein-protein interaction, Mint1-CaV2.2; higher % means a stronger effect; one-dose inhibition, % at 20 µM; IC50 in µM for titrated hits; in the data active means inhibition mostly above about 51%, no sharp cut-off; inconclusive means no clear call, values can overlap the other calls; inactive means mostly below about 53%; further: some results filed as inactive read as strong as hits
NOD2 inhibition = NOD2 signaling inhibitors, cell-based, luminescence, uHTS, HEK293 (AID 1566); HEK293 NOD2/NF-kB luciferase reporter, luminescence; higher % means a stronger effect; 0.63% of 290,000 active; inhibition, % at 4 µM, or EC50 in µM where a hit was titrated; further: many of its hits are not listed in these tables
XIAP displacement = XIAP antagonists, biochemical, IAP family, fluorescence polarization (AID 1018) | E3 ubiquitin-protein ligase XIAP (Homo sapiens) | XIAP BIR domain, fluorescence polarization peptide displacement; higher % means a stronger effect | displacement, % at 20 µM; hits with a dose series show IC50 in µM | 0.007% of 200,000 active; in the data active means displacement above about 50%; further: a part of the inactive calls stands beside numbers as strong as those of hits
Hep lipid drop cells 6.5 µM = also measured in Hep lipid drop; calls as there; cell count; measured here: cell count, cytotoxicity flag;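 cells counted across two imaged fields per well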
NS5 inhibitors pilot replicate = second read-out of NS5 inhibitors, no call of its own (marks repeat the call); inhibition, %; measured here: pilot screen replicate inhibition
Myeloid diff MLP GFP+ MAC1+ % = second read-out of Myeloid diff MLP, no call of its own (marks repeat the call); GFP+ MAC1+ double positive, %; measured here: differentiation confirmed by MAC1 staining
The depositor's hits bear a star; i = inactive; u = inconclusive; x = not tested or not shown. Unless noted, no stated cut-off is given here; in the data, active means inhibition above about 50%; inactive means the rest.

SMILES | LYP inhibition | SIAH1 antagonists | Hep lipid drop | Hep lipid drop cells 6.5 µM | Myeloid diff MLP | Myeloid diff MLP GFP+ MAC1+ % | HIV fusion peptide | NS5 inhibitors | AID2073 | NOD2 inhibition | XIAP displacement | others
CCn1cc(/C=C(\NC(=O)c2ccccc2OC)C(=O)N2CCN(C)CC2)c2ccccc21 | -9.6% | 13.3% | -3.4 | 683 | i | 1.0 | 0.8% | -11.3% | 7.1% | 13.9% | x
O=C(NCC(c1cccs1)N1CCOCC1)c1ccccc1NS(=O)(=O)c1ccc(Cl)cc1 (centres undefined) | -2.7% | 6.9% | -4.2 | 655 | i | 0.3 | 4.8% | -3.7% | 2.1% | 9.0% | -4.6%
Cc1cc(C)nc(SCC(=O)N2CCOCC2)n1 | -9.4% | 2.4% | x | x | i | 4.3 | -0.6% | -0.7% | -7.6% | 11.7% | -4.3%
CN1C(=O)CC(N2CCN(C(=O)CN3CCCC3)CC2)C1=O (centres undefined) | -12.3% | -3.0% | 22.1 | 763 | i | 1.8 | -0.7% | -2.7% | 18.3% | 16.2% | -2.9% | NS5 inhibitors pilot replicate=0.5
CCc1ccc(-n2c(Cc3ccccc3)n[nH]c2=S)cc1 | -5.7% | 2.6% | -46.4 | 475 | i | 0.7 | -1.4% | -3.8% | 3.1% | 5.5% | -2.3%
CCCOc1ccc(-c2c(C(=O)N/N=C(\C)COc3ccccc3)nnn2-c2nonc2N)cc1 | -4.6% | -5.9% | 16.6 | 786 | i | 1.2 | -1.5% | 1.8% | 14.8% | -15.2% | x
Cc1cccc(N2C(=O)c3ccc(C(=O)Nc4ccccn4)cc3C2=O)c1 | -6.9% | -0.7% | -2.5 | 758 | i | 1.5 | 0.2% | -13.2% | 6.2% | -19.5% | x
O=C(CCn1ccc2cc(S(=O)(=O)N3CCCC3)ccc21)NCc1ccccc1 | -12.6% | 8.7% | -4.2 | 733 | i | 3.0 | 1.7% | -0.9% | -4.3% | -4.4% | x
CCN(CC)C(=O)Cn1cc(C(=O)C(=O)N2CCCc3ccccc32)c2ccccc21 | -3.5% | -2.3% | 17.0 | 724 | i | 0.5 | -2.0% | -6.0% | 3.1% | 10.8% | -6.5%
Fc1ccc2c(c1)C(c1ccncc1)=NNC(c1cccnc1)=N2 | -8.7% | 0.2% | x | x | i | 0.7 | -3.6% | -2.6% | -8.6% | 25.7% | -8.4%
Cc1cc(NC(=O)c2ccccc2NS(=O)(=O)c2c(C)c(C)cc(C)c2C)no1 | -8.6% | -1.2% | x | x | i | 4.4 | -1.3% | -2.7% | 18.4% | x | -5.5%
Cc1[nH]n(-c2cccc(Cl)c2)c(=O)c1C=NCc1ccco1 | -0.1% | 1.4% | -19.3 | 723 | i | 0.2 | -0.6% | -7.0% | -1.3% | -245.4% | -9.9%
COc1cccc(-c2ccc(C#N)c(SCC(=O)NCCc3ccc(Cl)cc3)n2)c1 | -8.1% | 5.9% | 4.3 | 593 | i | 0.9 | 1.9% | -6.4% | 39.2% | -2.0% | -5.4%
Cc1ccccc1C(=O)N1CCC(C(=O)Nc2ccc(S(=O)(=O)N(C)C(C)C)cc2)CC1 | -9.2% | -1.6% | 19.8 | 856 | i | 0.6 | -2.5% | 1.3% | 5.0% | 12.2% | -4.0%
COc1ccc(C2NC3=C(CCCC3)C(C#N)(C#N)C2(C#N)C#N)cc1 (centres undefined) | -2.9% | -6.2% | x | x | x | x | -3.5% | x | 18.3% | -6.0% | -3.0%

Structures above with an aryl thioether with sulfur outside any ring:
SMILES | LYP inhibition | SIAH1 antagonists | Hep lipid drop | Hep lipid drop cells 6.5 µM | Myeloid diff MLP | Myeloid diff MLP GFP+ MAC1+ % | HIV fusion peptide | NS5 inhibitors | AID2073 | NOD2 inhibition | XIAP displacement | others
Cc1cc(C)nc(SCC(=O)N2CCOCC2)n1 | -9.4% | 2.4% | x | x | i | 4.3 | -0.6% | -0.7% | -7.6% | 11.7% | -4.3%
COc1cccc(-c2ccc(C#N)c(SCC(=O)NCCc3ccc(Cl)cc3)n2)c1 | -8.1% | 5.9% | 4.3 | 593 | i | 0.9 | 1.9% | -6.4% | 39.2% | -2.0% | -5.4%

Further compounds follow.
SMILES | LYP inhibition | SIAH1 antagonists | Hep lipid drop | Hep lipid drop cells 6.5 µM | Myeloid diff MLP | Myeloid diff MLP GFP+ MAC1+ % | HIV fusion peptide | NS5 inhibitors | AID2073 | NOD2 inhibition | XIAP displacement | others
OC(CNC1CCCCC1)COCCOc1ccc(Br)cc1 (centres undefined) | -13.1% | -8.4% | -7.2 | 416 | i | 0.4 | -2.3% | -3.7% | 0.5% | -0.3% | -0.8%
COc1cccc(NC2=NCCCCC2)c1 | -4.4% | 1.0% | 9.2 | 811 | i | 1.3 | 0.1% | -9.7% | -13.2% | -5.0% | x
CCOC(=O)C1(S(=O)(=O)c2ccc(Cl)cc2)CCN(Cc2ccc(C)cc2)CC1 | -0.5% | -0.2% | x | x | i | 0.8 | -1.8% | -5.5% | -13.9% | 11.3% | 1.0% | NS5 inhibitors pilot replicate=-3.0
COc1ccc(Nc2nnc(SC(C(=O)Nc3ccc(OC)c(Cl)c3)c3ccccc3)s2)cc1 (centres undefined) | 1.9% | 6.3% | 5.7 | 685 | i | 0.9 | -1.1% | 3.2% | -2.0% | 2.7% | -11.4%
Nc1nonc1C(=O)N1CCCC1 | -10.5% | -3.6% | 6.5 | 698 | i | 0.2 | -0.8% | x | -8.6% | -0.9% | -2.1%
CSc1nnc(-c2ccccc2)n1C | -0.9% | -2.0% | 7.2 | 723 | i | 4.9 | 0.5% | -4.8% | 12.6% | 15.6% | -0.4%
C=CCNC(=O)Nc1ccc2oc(C)nc2c1 | -0.8% | -3.4% | -0.6 | 759 | i | 1.1 | 0.2% | 0.0% | 2.8% | 8.5% | -3.6%
COc1ccc(S(=O)(=O)NCCc2c[nH]c3ccc(Cl)cc23)cc1 | -10.6% | -3.5% | -2.2 | 877 | i | 0.5 | -0.3% | -3.9% | 5.8% | 9.4% | x
CC(C)N=C1NN=C(c2cccs2)CS1 | -0.6% | -1.3% | 1.3 | 669 | i | 0.3 | -1.2% | 0.8% | 7.0% | -56.5% | -3.2%
COc1ccc(C(=O)Oc2cc(N)n(S(=O)(=O)c3ccc(C)cc3)n2)cc1 | -1.2% | 0.6% | -3.5 | 810 | x | x | 0.3% | -4.4% | -2.3% | -7.4% | x
COc1ccc(NC(=O)CSc2ccccc2)cc1S(=O)(=O)N1CCOCC1 | -5.2% | -3.1% | -0.5 | 813 | i | 5.7 | -0.4% | -3.2% | -6.1% | -1.1% | x
O=c1c(-c2nn[nH]n2)coc2ccc(Cl)cc12 | -6.4% | -1.4% | 0.8 | 662 | i | 0.3 | -1.5% | -2.3% | 8.8% | 14.6% | -3.5%
COCCn1nnnc1C(c1ccc(OC)cc1)N1CCN(c2ccccc2F)CC1 (centres undefined) | -0.7% | 1.4% | 11.9 | 772 | i | 0.8 | -1.1% | -2.0% | 1.8% | -25.5% | 2.4%
O=[N+]([O-])c1ccc(S(=O)(=O)N/N=C/c2ccco2)cc1 | -3.1% | 5.3% | 5.5 | 660 | i | 0.1 | -2.6% | -6.4% | u | 11.9% | -4.1%
CCOc1cc2[nH]c(=O)n(CCCCCC(=O)NCc3ccco3)c(=O)c2cc1OCC | -2.5% | -1.2% | -5.6 | 771 | i | 0.3 | 0.7% | 2.5% | -3.1% | 6.5% | -1.6%
COc1ccc(-c2cc3ccc(OCC(C)=O)cc3oc2=O)cc1OC | -11.7% | -3.6% | 10.7 | 725 | i | 1.6 | 0.2% | 3.2% | 19.2% | -59.2% | x
CN(C)S(=O)(=O)c1cccc(NC(=O)COC(=O)c2ccc3c(c2)OCO3)c1 | -3.6% | 5.8% | 8.8 | 636 | i | 1.0 | -1.8% | 0.3% | -1.3% | -3.1% | 0.1%
Cc1cccc(NC(=O)c2cc(-c3cc(C)ccc3O)n[nH]2)c1 | -3.7% | -2.3% | 15.7 | 855 | i | 1.0 | -3.0% | -12.9% | 26.2% | -70.7% | x
CC(C)c1ccc(/C=C/C(=O)N2CCc3ccccc3C2)cc1 | 2.4% | -3.5% | 11.8 | 663 | i | 1.8 | -1.3% | -9.7% | -5.2% | -5.1% | -1.7%
CCc1ccc(/C=N/NC(=O)Cc2ccc(OC)c(OC)c2)s1 | -5.4% | 2.8% | -21.1 | 703 | i | 1.0 | -0.9% | -7.4% | 6.4% | 31.6% | x
CCOC(=O)c1c(-c2ccc(Cl)cc2)c(C#N)c(=O)n(N)c1N | -1.2% | 0.3% | -0.5 | 607 | i | 0.7 | 1.2% | -8.9% | -0.3% | 4.5% | 1.1%
O=C(Nc1c(-c2ccccc2)nc2ncccn12)c1cc2ccccc2oc1=O | -2.9% | 2.4% | -39.5 | 769 | i | 2.0 | -1.9% | -2.8% | 1.2% | -0.9% | 1.0%
Cc1nc(N2CCN(C)CC2)c2cc(-c3ccccc3)sc2n1 | -13.9% | -7.0% | 21.6 | 647 | i | 0.6 | -1.1% | -0.8% | -7.1% | 8.4% | 1.6%
COc1ccc(OCCCCN2CCC(C)CC2)cc1 | -2.8% | 0.7% | 2.6 | 405 | i | 1.6 | 3.6% | 1.3% | 1.5% | -22.7% | x
COc1ccc(NC(=O)c2ccc3ccccc3c2)cc1NS(=O)(=O)c1ccc(F)cc1 | 2.6% | 19.2% | -4.7 | 596 | i | 0.5 | -0.3% | -3.7% | 12.8% | 14.3% | -5.3%
CC1CCCCN1C(=O)COC(=O)c1n[nH]c2ccccc12 (centres undefined) | -6.3% | -3.4% | 1.7 | 726 | i | 0.8 | -2.6% | 2.7% | -4.1% | -12.0% | -1.3%
O=C(NCc1n[nH]c(=S)n1-c1ccc(F)cc1)c1ccco1 | -4.5% | 1.3% | 0.3 | 795 | i | 7.2 | 0.2% | -5.4% | 1.3% | 13.2% | x
CC(=O)[C@@H]1[C@@H](C(=O)c2ccccc2)[C@]2(C(=O)Nc3ccccc32)[C@H]2C=Cc3cc(F)ccc3N12 | -6.9% | 7.7% | -35.7 | 628 | i | 1.1 | 21.4% | -7.3% | 10.6% | 17.8% | 1.8%
CC(NC(=O)Nc1ccccc1)C(c1cccs1)N1CCN(C)CC1 (centres undefined) | -1.6% | 4.3% | -6.4 | 674 | i | 2.5 | -2.4% | -11.8% | -0.2% | 8.2% | 0.1%
Cc1cccc(-c2nc(NCCCN(C)C)c3ccccc3n2)c1 | -15.7% | -2.7% | 4.5 | 788 | i | 0.3 | 2.0% | x | 4.8% | 4.7% | x

An excerpt. The share of hits here may be higher or lower than overall.
